STK33 inh: blocks human STK33 kinase activity; Q9BYT3; purified STK33, MBP phosphorylation, ADP-Glo luminescence; inhibition, % at 10 µM; 320,000 tested, 0.073% active; AID 2661;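 active means inhibition at or above 25%, using the most active replicate where run in duplicate; inactive means inhibition below 25%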
OX1R antag: blocks the human orexin 1 receptor; O43613; OX1R-expressing cells, FRET antagonist read-out; inhibition, % at 6.6 µM; 330,000 tested, 1.8% active; AID 485270; in the data active means inhibition mostly above about 38%, no sharp cut-off; inactive means mostly below about 40%;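 further: 0% = agonist challenge alone and 100% = reference antagonist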
KCNQ2 inh: KCNQ2 potassium channel inhibitors, primary screen, cell-based, CHO-K1, FluxOR thallium flux, B-score (AID 2156); 20 min; stronger effect = lower value; B-score at 10 µM; 310,000 tested, 1.1% active;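 active means fluorescence ratio B-score at most minus 3 library SDs, with starting brightness B-score within 2 library SDs, cut at about -5.5 in these data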
Target sequence (O88943 whole entry, looked up): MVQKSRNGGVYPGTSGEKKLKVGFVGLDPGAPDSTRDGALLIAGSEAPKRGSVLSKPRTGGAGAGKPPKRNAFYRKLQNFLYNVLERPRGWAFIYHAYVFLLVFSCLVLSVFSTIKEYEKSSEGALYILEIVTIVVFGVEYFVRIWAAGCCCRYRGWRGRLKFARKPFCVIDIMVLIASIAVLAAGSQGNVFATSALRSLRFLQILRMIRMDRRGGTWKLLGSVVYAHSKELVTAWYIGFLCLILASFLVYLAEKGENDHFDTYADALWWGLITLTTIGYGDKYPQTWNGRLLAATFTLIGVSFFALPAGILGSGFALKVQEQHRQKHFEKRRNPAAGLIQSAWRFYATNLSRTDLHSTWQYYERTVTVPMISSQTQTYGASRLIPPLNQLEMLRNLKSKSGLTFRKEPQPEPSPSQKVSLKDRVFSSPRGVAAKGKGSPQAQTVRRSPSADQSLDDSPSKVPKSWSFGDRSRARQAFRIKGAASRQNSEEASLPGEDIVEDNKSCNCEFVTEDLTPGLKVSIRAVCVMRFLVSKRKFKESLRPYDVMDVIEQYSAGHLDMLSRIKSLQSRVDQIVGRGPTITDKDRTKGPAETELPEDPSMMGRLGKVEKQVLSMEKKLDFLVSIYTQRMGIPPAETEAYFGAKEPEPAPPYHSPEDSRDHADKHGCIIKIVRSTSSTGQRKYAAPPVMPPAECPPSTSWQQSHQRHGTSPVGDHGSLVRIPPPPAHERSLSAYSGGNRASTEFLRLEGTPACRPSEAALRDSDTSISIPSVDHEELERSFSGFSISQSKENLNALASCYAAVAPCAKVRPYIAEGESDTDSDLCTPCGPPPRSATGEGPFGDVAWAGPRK
* hit, by the source's call; i = inactive; nt = not tested or not shown.

SMILES	STK33 inh	OX1R antag	KCNQ2 inh
CCOC(=O)c1c(NC(=O)C2CC=CCC2C(=O)O)sc(C)c1CC (stereo not given)	-1.6	17.4	i
O=C(Nc1ccc(C(=O)N2CCCCC2)cc1)c1ccccc1Cl	0.5	16.6	i
Nc1nc(=S)c2ncn(C3CCCC3)c2[nH]1	6.5	nt	i
CCN1CCN(c2nc3c(C)cccn3c(=O)c2/C=C(\C#N)C(=O)NC)CC1	-0.8	16.7	i
CN(C(=O)c1cccc(NC(=O)C2CCN(C(=O)OC(C)(C)C)CC2)c1)C1CCC1	0.1	5.1	nt
COc1ccc(/C=C2\SC(=O)N(CCNC(=O)C3CC4C=CC3C4)C2=O)cc1 (stereo not given)	-1.3	32.6	i
O=C(CSc1nncn1-c1ccccc1)N1CCCC1	-1.1	5.4	i
O=C(NCc1ccc2c(c1)OCO2)c1c(F)c(F)c(F)c(F)c1F	-0.4	31.0	i
O=C(NCCc1ccccc1)c1ccc(Br)o1	0.3	12.4	i
COc1ccc(Cc2[nH]n3c(=O)c(Cl)c(C)nc3c2-c2ccccc2)cc1	-1.2	10.2	i
CCCNC(=O)c1ccc(N2CCC3(CC2)CC(c2ccccc2)=NO3)c(NC(=O)c2cccc(C)c2)c1	0.2	18.9	i
O=C(O)/C=C/c1cccc(OCc2ccccc2)c1	-1.0	27.0	i
Cc1cc(C(=O)OCC(=O)N2CC(C)CC(C)C2)c(C)o1 (stereo not given)	-0.3	10.2	i
O=C(/C=C/c1ccc(Cl)c([N+](=O)[O-])c1)c1ccc(O)cc1	0.1	39.7	i
COCCN(C(=O)COC(=O)CCSc1ccc(F)cc1)c1c(N)n(Cc2ccccc2)c(=O)[nH]c1=O	0.1	17.6	i
CC(=O)N1c2ccc(S(=O)(=O)N3CCCC(C(=O)Nc4ccc(C)cc4C)C3)cc2CC1C (stereo not given)	-2.2	7.1	i
O=C(CSc1cccc[n+]1[O-])Nc1cccc(S(=O)(=O)NC2=NCCCCC2)c1	-0.8	6.5	i
COc1cccc(NC(=O)c2ccncc2)c1	0.6	22.9	i
COc1cc(-c2cn(S(=O)(=O)c3cccc4nsnc34)nc2N)cc(OC)c1OC	0.6	31.2	i
Cc1c(N2C(=O)/C(=C/c3ccccc3)SC2=S)c(=O)n(-c2ccccc2)n1C	0.3	69.3	i
CCOC(=O)Cc1csc(NC(=O)CN(C)S(=O)(=O)c2ccc3c(c2)CCC(=O)N3)n1	0.1	14.2	nt
Cc1cccc(NC(=O)CN2C(=O)CNC2=O)c1	-1.1	-3.5	i
COc1ccccc1CN1C(=O)c2ccncc2C1=O	nt	16.8	i
CC(C)(C)NC(=O)CSc1nc(N)c(-c2ccccc2)c(=O)[nH]1	-0.7	-2.1	i
O=C(Nc1ccc(F)cc1)c1cc(S(=O)(=O)N2CCCCC2)cs1	1.4	13.4	i

Carrying on:
SMILES	STK33 inh	OX1R antag	KCNQ2 inh
COc1cccc(OCc2cc(C(=O)N(C)Cc3nc4ccccc4[nH]3)no2)c1	-0.5	18.5	i
O=C(CN1C(=O)c2ccccc2C1=O)NCc1ccccn1	-0.5	13.2	i
CC(C)CC(=O)Nc1ccc(-c2cn3cccnc3n2)cc1	1.3	8.9	i
O=C(O)CC(NC(=O)C(F)(F)F)c1ccc2c(c1)OCO2 (stereo not given)	-1.5	17.5	i
Cc1cccc(N2CCN(C(=O)c3ccnn3C)CC2)c1C	-1.9	9.4	i
CCC(C)[C@H](NC(=O)[C@H](Cc1ccccc1)n1c(=O)[nH]c2ccccc2c1=O)C(=O)NCC1CCC(C(=O)O)CC1 (stereo not given in full)	1.0	13.3	i
NS(=O)(=O)c1ccc(N/N=C/c2ccccc2Br)cc1	1.3	12.7	i
CCc1ccc(NC(=O)COc2cccc(-n3cnnn3)c2)cc1	-0.8	16.4	i
CC(=O)c1ccc(NC(=O)C(Cc2ccccc2)n2cccc2)cc1 (stereo not given)	0.0	-1.3	i
CC(C(=O)Nc1ncc([N+](=O)[O-])s1)N1C(=O)c2ccccc2S1(=O)=O (stereo not given)	0.4	18.8	i
Cc1ccc(N=Cc2cc(C)n(C3CCCC3)c2C)cc1	-0.6	7.3	i
O=C(CSCC(=O)N1CCN(c2ccccc2)CC1)Nc1nc(-c2ccc(Cl)s2)cs1	-0.7	30.2	i
COc1cccc2cc(C(=O)N(C)C3CCN(C)CC3)c(=O)oc12	-1.6	19.6	i
Cc1ccc(S(=O)(=O)NCc2n[nH]c(=S)n2C)cc1	-0.4	4.6	i
COc1ccc(/C=N/n2c(SC)nnc(C(C)(C)C)c2=O)cc1	-0.7	12.0	i
O=C(Cn1nnc(-c2ccc(Cl)cc2)n1)NC1CCN(Cc2ccccc2)CC1	0.1	35.4	i
O=C(CSc1nnc(SCc2ccccc2Cl)s1)N/N=C/c1c[nH]c2ccccc12	-0.5	9.2	i
COCCCNC(=O)/C(C#N)=c1\s/c(=C\c2ccccc2OC(F)F)c(=O)n1CCCOC	-1.5	2.4	i
O=S(=O)(Nc1cccc(-c2nnco2)c1)c1ccc(F)cc1F	-1.0	5.5	i
COC(=O)C1NN=C(C(=O)c2ccc(Br)cc2)C1c1cccc(Br)c1 (stereo not given)	-0.8	13.3	i
OCCCc1nc2ccccc2[nH]1	-1.0	10.8	i
Cc1ccc(CN2CCSc3ccc(C(=O)NCCCN4CCOCC4)cc32)cc1	-5.1	8.6	i
COCCOC(=O)C1=C(N)OC2=C(C(=O)CCC2)C1c1cccnc1 (stereo not given)	-0.5	18.2	nt
Cc1cc(Cl)ccc1OC(C)C(=O)NN=C1CCCCCC1 (stereo not given)	-0.4	3.8	i
CCc1ccc2nc(N(CCN(C)C)C(=O)c3ccc4ccccc4c3)sc2c1	-0.5	26.3	i

Next results follow.
SMILES	STK33 inh	OX1R antag	KCNQ2 inh
CC1CCN(c2ccccc2NC(=O)c2ccc(C#N)cc2F)CC1	-0.6	7.1	i
CN(Cc1ccccc1)C(=O)CCn1c(=O)c2cccn2c2cccnc21	0.0	5.6	i
Cc1ccc(NC(=O)CSCC(=O)O)c(C)c1	0.7	4.2	i
CCn1c(SCC(=O)c2ccccc2)nc2c(c1=O)SC(C)C2 (stereo not given)	1.5	8.2	i
O=C1CCCN1CCC1CCN(C(=S)Nc2ccc(F)cc2)CC1	-1.3	0.9	i
O=C(NN=C1CCCCCCC1)C(=O)NC1CCCCC1	-0.8	8.1	i
Cc1nc2ccccn2c1C(=O)N/N=C/c1cc(C)n(-c2ccc(Cl)cc2)c1C	-0.1	13.7	i
CCOc1ccc(N2CC(C(=O)Nc3cccc(S(=O)(=O)N4CCCC4)c3)CC2=O)cc1 (stereo not given)	-1.4	-3.4	i
COc1cc(NC(=O)CCN2CCN(CCO)CC2)cc(OC)c1	-2.8	4.2	i
CCCCCN(C(=O)CCC(=O)OCc1cc(C(C)=O)ccc1OC)c1c(N)n(CCCC)c(=O)[nH]c1=O	0.5	3.5	i
COc1cc(C)c(S(=O)(=O)NC2CC(C)(C)NC(C)(C)C2)cc1C	1.1	-5.5	i
CSc1cccc(NC(=O)c2ccc(Cl)nc2)c1	-0.3	37.5	i
Cc1cc(NC(=O)Cc2cccs2)nn1CC(=O)NCc1ccco1	-1.5	24.7	i
COC(=O)c1cc(CN2CCN(c3ccccc3C)CC2)ccc1O	1.0	16.1	i
CCCCC(=O)Nc1ccc(C(=O)NNC(=O)c2ccco2)cc1	1.3	16.7	i
CCOC(=O)c1sc(NC(=O)CSc2nccc(C)n2)c(C#N)c1C	-0.1	8.6	i
COc1ccc(N2CCN(S(=O)(=O)c3ccc(C(=O)NC4CCCC4)cc3)CC2)cc1	nt	12.5	i
COc1cc(NC(=O)COC(=O)CC2CC3CCC2C3)cc(OC)c1 (stereo not given)	-1.6	4.4	nt
O=C(CSc1nc(-c2ccc(F)cc2)cc(C(F)(F)F)n1)Nc1ccc2c(c1)OCO2	-0.1	20.8	i
COc1cccc(N2CCN(c3ncnc4c3cnn4-c3ccc(C)cc3C)CC2)c1	-2.3	43.4*	i
COCCn1c(C)cc(C(=O)CN2C(=O)NC3(CCCCCCC3)C2=O)c1C	0.5	63.1*	i
CCOC(=O)c1sc2c(c1C)C(c1cccs1)C1=C(CCCC1=O)N2 (stereo not given)	0.0	22.2	i
COc1cccc(OCCSc2nnc3sc4ccccc4n23)c1	0.4	23.9	i
N#CCO/N=C(\c1ccccc1)c1ccncc1	0.5	14.8	i
CCNC(=O)O/N=C(\C)c1sc(-c2ccc(Cl)cc2)nc1C	1.4	25.6	i

The list goes on.
SMILES	STK33 inh	OX1R antag	KCNQ2 inh
CCC(C)[C@H](NC(=O)OC(C)(C)C)C(=O)N/N=C/c1ccc2cc(OC)ccc2n1 (stereo not given in full)	-2.5	17.0	i
Cc1ccc2nc(C)cc(N/N=C/c3cccc(O)c3)c2c1	-0.7	12.6	i
CC(=O)NCC1(O)CCCC(C)C1 (stereo not given)	-0.8	14.1	i
CCCC1(c2ccccc2)NC(=O)N(CC(=O)NCc2ccc(OC)cc2)C1=O (stereo not given)	-1.4	4.9	i
O=C(CCC1CCCN(C(=O)c2cccnc2)C1)NCc1ccccc1F (stereo not given)	-0.6	30.7	i
C/C(=N\NC(=O)CSc1nc2ccccc2o1)c1ccc(O)cc1	-0.5	18.8	i
CCc1nnc(NC(=O)CSc2nnc3nc(C)cc(C)n23)s1	-0.5	8.0	i
c1ccc(-c2cc3nccc(-c4ccccn4)n3n2)cc1	1.6	48.4*	i
CCOc1ccccc1N1CCN(C/C=C/c2ccc(N(C)C)cc2)CC1	0.4	41.7	i
Cc1c(C#N)c(NC(=O)c2ccccc2)n(Cc2ccccc2)c1C	-0.4	62.4	i
O=[n+]1cc(-c2ccc(Cl)cc2)n([O-])c2c1CCCCC2	-2.3	27.9	i
CCOC(=O)c1c(NC(=S)NC(=O)/C=C/c2cccs2)sc(C)c1C	0.0	10.2	i
O=C(NCCc1cnc[nH]1)Nc1cccc(C(F)(F)F)c1	-0.3	-3.2	i
O=C(NCC(c1ccco1)N1CCCC1)c1ccc(S(=O)(=O)Nc2ccccc2F)cc1 (stereo not given)	nt	2.6	i
Cc1nn(C)cc1/C=N\NC(=O)c1ccc2c(c1)c(C)c(C)n2Cc1ccccc1	-2.1	11.9	i
CCOC(=O)c1cn(-c2nc(-c3ccc(Cl)c(Cl)c3)cs2)c2c(F)c(N3CCOCC3)c(F)cc2c1=O	-0.7	-0.2	i
O=C(Nc1ccc(S(=O)(=O)Nc2ncccn2)cc1)c1ccccc1NS(=O)(=O)c1ccc(Cl)cc1	-4.0	20.6	i
Fc1ccc(N2CCN(Cc3cnc(N4CCOCC4)s3)CC2)cc1	0.1	20.9	i
COCCCNc1nc(SCc2ccccc2)nc2sc3c(c12)CCC3	0.9	34.3	i
COc1ccccc1NC(=O)C(C)Sc1nc2ccccc2c(=O)n1CC1CCCO1 (stereo not given)	-1.5	6.8	i
Cc1ccc2nc(NCCc3ccc(Cl)cc3)c3nncn3c2c1	0.8	-2.1	i
O=C(COC(=O)/C=C/c1ccc(Br)o1)Nc1cccc(S(=O)(=O)N2CCOCC2)c1	-1.2	4.2	nt
Cc1ccccc1NC(=O)c1c(Cl)nc(C)c(Cl)c1C	-2.1	12.6	i
O=C(NCCc1ccccc1)/C(=C\c1cccc([N+](=O)[O-])c1)NC(=O)c1ccco1	-1.0	53.0*	i
COCCNC(=O)COc1cc(=O)n(C)c2ccccc12	-0.8	6.0	i

An excerpt from above, reduced to STK33 inh.
Compound	STK33 inh
CCc1nnc(NC(=O)CSc2nnc3nc(C)cc(C)n23)s1	-0.5
c1ccc(-c2cc3nccc(-c4ccccn4)n3n2)cc1	1.6
CCOc1ccccc1N1CCN(C/C=C/c2ccc(N(C)C)cc2)CC1	0.4
Cc1c(C#N)c(NC(=O)c2ccccc2)n(Cc2ccccc2)c1C	-0.4
O=[n+]1cc(-c2ccc(Cl)cc2)n([O-])c2c1CCCCC2	-2.3
CCOC(=O)c1c(NC(=S)NC(=O)/C=C/c2cccs2)sc(C)c1C	0.0

Entries of single compounds from above. Order of values: STK33 inh | OX1R antag | KCNQ2 inh
`CCOC(=O)c1c(NC(=S)NC(=O)/C=C/c2cccs2)sc(C)c1C` is entered as 0.0 | 10.2 | i
`COc1ccccc1NC(=O)C(C)Sc1nc2ccccc2c(=O)n1CC1CCCO1` (stereo not given) is entered as -1.5 | 6.8 | i

Next section.
SMILES	STK33 inh	OX1R antag	KCNQ2 inh
c1ccc(SCc2nc3ccccc3[nH]2)nc1	-2.6	-7.2	i
COC(=O)CNC(=O)C1Cc2ccccc2CN1S(=O)(=O)c1cccs1 (stereo not given)	0.0	8.0	i
Cc1cccc2[nH]c(CCNC(=O)C3CCC(=O)N(CCc4cccc(F)c4)C3)nc12 (stereo not given)	-0.5	7.8	i
COc1cccc(CNC(=O)CCCNS(=O)(=O)c2cccs2)c1	-3.8	10.1	i
NS(=O)(=O)c1ccc(CCNC(=O)CCCn2c(SCC(=O)N3CCCC3)nc3ccsc3c2=O)cc1	0.7	16.1	i
Cc1ccc(S(=O)(=O)N/N=C(\c2ccccc2)c2cccnc2)cc1	1.1	9.1	i
CCCC(=O)NCCSC	0.3	11.2	i
O=C(CCCOc1ccc(Cl)cc1Cl)Nc1ccncc1	-3.1	13.7	i
Cc1ccc(C(=O)Nc2sc3c(c2C#N)CCCCC3)cc1C	0.1	16.4	i
O=C(NCCC1=CCCCC1)c1ccc(Br)o1	-2.0	28.0	i
O=C(NC(=S)N1CCCCC1)c1csc([N+](=O)[O-])c1	-0.7	37.2*	i
Cc1nccc(-c2ccc(-n3c(C)ccc3C)cc2)n1	0.5	2.8	i

Two of the compounds above, with values ahead of the structure:
STK33 inh | OX1R antag | KCNQ2 inh | SMILES
0.8 | -2.1 | i | Cc1ccc2nc(NCCc3ccc(Cl)cc3)c3nncn3c2c1
-1.2 | 4.2 | nt | O=C(COC(=O)/C=C/c1ccc(Br)o1)Nc1cccc(S(=O)(=O)N2CCOCC2)c1
